Screens: PubChem BioAssay, The Scripps Research Institute Molecular Screening Center
OPRK1 antag MB = antagonists of human kappa opioid receptor OPRK1, Maybridge library; inhibition, % at 9 µM; P41145; AID 652031; OPRK1 cells, antagonist mode, fluorescence readout; 16,000 tested, 0.4% active; in the data active = inhibition above about 50%
Target sequence (P41145 whole entry, looked up): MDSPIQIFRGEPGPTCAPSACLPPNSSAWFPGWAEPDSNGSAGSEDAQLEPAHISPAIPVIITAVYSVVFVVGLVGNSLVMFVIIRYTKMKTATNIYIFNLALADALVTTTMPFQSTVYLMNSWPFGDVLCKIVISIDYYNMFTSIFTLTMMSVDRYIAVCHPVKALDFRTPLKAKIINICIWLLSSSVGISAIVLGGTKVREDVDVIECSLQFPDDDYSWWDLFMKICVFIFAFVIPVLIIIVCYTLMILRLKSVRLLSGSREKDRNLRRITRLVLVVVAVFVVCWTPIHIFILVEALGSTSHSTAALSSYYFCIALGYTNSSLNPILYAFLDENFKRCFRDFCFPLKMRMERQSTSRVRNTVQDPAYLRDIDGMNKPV
Luminol counter = luminol signal inhibition, Nox1 inhibitor counter-screen; inhibition, % at 6.7 µM; 16,000 tested, 0.4% active; HRP/luminol/H2O2 chemiluminescence counterscreen; also: reference of the scale not given here
S1P1 agonist = activates the human S1P1 receptor; P21453; 16,000 tested, 1.5% active; activation, % at 4.5 µM; S1P1 agonist cell-based reporter assay; in the data active = activation above about 80%
NOTCH ag = agonists of NOTCH signaling. activation, % at 2.5 µM. NOTCH signaling luciferase reporter cells, luminescence. AID 434982. 15,000 tested, 0.4% active; in the data active = activation above about 2.2%
TLR4-MyD88 inh = blocks binding of human TLR4 to MyD88; Cell-based TLR4-MyD88 binding inhibition assay; inhibition, % at 10 µM; 16,000 tested, 0.06% active; AID 811; in the data active = inhibition above about 45%
rat GALR2 agon = GALR2 (rat) receptor agonism; O08726; cell-based GALR2 agonist screen; activation, % at 10 µM; 16,000 tested, 0.5% active; AID 833; in the data active = activation above about 15%
PME-1 Maybridge = PME-1 (human) inhibition, Maybridge primary screen | Q9Y570 | recombinant PME-1, FP-Rh probe fluorescence polarization | inhibition, % at 9 µM | 16,000 tested, 0.5% active; in the data active = inhibition above about 30%
Target sequence (Q9Y570 whole entry, looked up): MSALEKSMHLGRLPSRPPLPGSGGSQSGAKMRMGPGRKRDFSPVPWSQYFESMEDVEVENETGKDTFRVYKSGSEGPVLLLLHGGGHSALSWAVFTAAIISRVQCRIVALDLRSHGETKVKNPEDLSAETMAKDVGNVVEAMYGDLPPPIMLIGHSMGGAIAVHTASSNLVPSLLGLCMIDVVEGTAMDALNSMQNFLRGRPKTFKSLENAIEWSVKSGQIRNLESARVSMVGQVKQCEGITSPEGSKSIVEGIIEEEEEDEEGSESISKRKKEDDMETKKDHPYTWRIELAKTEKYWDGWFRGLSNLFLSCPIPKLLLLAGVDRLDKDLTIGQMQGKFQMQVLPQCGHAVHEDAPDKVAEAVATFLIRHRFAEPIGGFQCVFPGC
Nox1 inh = inhibitors of human NADPH oxidase 1 (Nox1); 16,000 tested, 0.81% active; HT29 cells, luminol chemiluminescence ROS; inhibition, % at 6.7 µM; AID 1792; Q9Y5S8
Numbers without * were called inactive; x = not tested or not shown. Rule as the data show it, unless noted: active = inhibition above about 75%; inactive = the rest.

structure	OPRK1 antag MB	Luminol counter	S1P1 agonist	NOTCH ag	TLR4-MyD88 inh	rat GALR2 agon	PME-1 Maybridge	Nox1 inh
COc1ccc(OC)c(SCc2nnc(-c3ccc([N+](=O)[O-])c(C)c3)o2)c1	-12	-5	60	-0.6	0	-4	7	2
Nc1nccnc1C(=O)N/N=C/c1ccc(C(F)(F)F)cc1	10	-2	75	-0.5	1	-4	-22	-33
O=C(O)C1=C(C(=O)NC2CCCc3ccccc32)SCCS1 (stereo unspecified)	2	-2	7	-0.5	-5	-5	0	-18
O=C(CSC(=S)N1CCOCC1)c1ccc(Cl)cc1	12	7	2	-0.5	-3	-7	-2	-40
O=C(NCc1ncc(C(F)(F)F)cc1Cl)Nc1ccc(Cl)cc1	2	-1	5	-0.5	9	-8	4	-72
COc1ccc2[nH]c(C(=O)Nc3nc4ccccc4s3)cc2c1	-3	0	2	-0.1	-7	-5	-29	-31
N/C(=N\OC(=O)c1cccs1)c1ccc(Oc2ccc(C(F)(F)F)cc2[N+](=O)[O-])cc1	16	-2	43	-0.3	-5	-5	-19	11
COn1c(C)c(C(C)=O)c2c3nonc3ccc21	7	3	23	-0.5	3	-8	-4	-40
COC(=O)c1scc(C)c1N1C(=O)c2ccccc2C1=O	-7	-4	-6	0.8	1	-6	3	-14
CSc1nc(N)nc2nc[nH]c12	3	3	3	-0.5	3	-5	-1	-48
CSc1cccc(NC(=O)NCCN2CCNC2=O)c1	6	1	-1	-0.3	-4	-1	-4	-42
N/C(=N\OC(=O)c1cccc(Cl)c1)c1ccc2nonc2c1	3	-1	76	0.2	1	-1	-2	-22
Clc1ccc(/C=N/Nc2ccccc2)cc1	15	4	16	-0.4	3	-3	2	-15
N#CCC1(C#N)C2CC3CC(C2)CC1C3 (stereo unspecified)	16	2	-9	-0.6	0	-4	0	-57
N/C(=N\O)C1CCN(c2ncccc2[N+](=O)[O-])CC1	17	-1	11	0.2	-14	-2	8	16
O=C(O)C1CCCC1C(=O)O (stereo unspecified)	-8	1	-6	-0.1	1	-4	1	-31
O=C(O)C1C2C=CC(C2)C1C(=O)Nc1ccc(-c2csnn2)cc1 (stereo unspecified)	4	-11	-2	-0.4	2	-3	-1	-22
N/C(=N\OC(=O)Nc1ccc(OC(F)(F)F)cc1)c1cnccn1	7	2	-7	-0.7	4	-5	-5	-94
N/C(Cc1cccc2ccccc12)=N\OC(=O)c1ccccc1	-1	0	25	0.0	-6	-6	4	-23
OC(COc1ccc(N=Cc2ccc(Cl)cc2)cc1)CN1CCCCC1 (stereo unspecified)	18	-33	-8	-0.2	15	-7	-3	-30
O=C(OCCn1ncc2ccccc2c1=O)c1ccc(OC(F)(F)F)cc1	-18	-7	-2	-0.2	-3	-7	4	4
Cc1onc(-c2c(Cl)cccc2Cl)c1NC(=O)N=S(C)(=O)c1ccc(Cl)cc1 (stereo unspecified)	-5	3	-2	-0.2	-1	-8	-4	-6
Cc1ccc2cc([N+](=O)[O-])ccc2n1	2	-2	0	1.1	4	-3	-2	-21
CCOC(=O)CSc1nc(-c2ccccc2OC)nc(C)c1C(C)=O	0	-2	-16	-0.5	4	-3	2	-28
Cn1ccnc1SCC(=O)c1ccc(Cl)cc1	-3	-2	0	-4.8	6	-4	-1	0
NC(=S)N/N=C/c1ccc(F)c(Cl)c1	2	4	-7	x	1	-8	2	-15
O=C(O)CSCC(=O)Nc1ccc(F)cc1	12	-7	10	-0.7	10	-2	6	14
O=c1[nH]nc(-c2ccc(Cl)cc2)c2ccccc12	-13	-1	4	-0.2	-1	-7	-1	-12
COc1cccc2c1c(NC(=O)c1cc(C)oc1C)nn2C	-8	-4	-6	-0.7	-11	-5	2	-5
COc1cc(C(=O)N2CCCN3C(=O)c4ccccc4C23)cc(OC)c1OC (stereo unspecified)	-15	-5	-11	-0.1	-8	-7	6	-36

Molecules listed so far containing a COOH group (4):
structure	OPRK1 antag MB	Luminol counter	S1P1 agonist	NOTCH ag	TLR4-MyD88 inh	rat GALR2 agon	PME-1 Maybridge	Nox1 inh
O=C(O)C1=C(C(=O)NC2CCCc3ccccc32)SCCS1 (stereo unspecified)	2	-2	7	-0.5	-5	-5	0	-18
O=C(O)C1CCCC1C(=O)O (stereo unspecified)	-8	1	-6	-0.1	1	-4	1	-31
O=C(O)C1C2C=CC(C2)C1C(=O)Nc1ccc(-c2csnn2)cc1 (stereo unspecified)	4	-11	-2	-0.4	2	-3	-1	-22
O=C(O)CSCC(=O)Nc1ccc(F)cc1	12	-7	10	-0.7	10	-2	6	14

Of the compounds above, these have two or more sulfur atoms:
structure	OPRK1 antag MB	Luminol counter	S1P1 agonist	NOTCH ag	TLR4-MyD88 inh	rat GALR2 agon	PME-1 Maybridge	Nox1 inh
O=C(O)C1=C(C(=O)NC2CCCc3ccccc32)SCCS1 (stereo unspecified)	2	-2	7	-0.5	-5	-5	0	-18
O=C(CSC(=S)N1CCOCC1)c1ccc(Cl)cc1	12	7	2	-0.5	-3	-7	-2	-40

More compounds.
structure	OPRK1 antag MB	Luminol counter	S1P1 agonist	NOTCH ag	TLR4-MyD88 inh	rat GALR2 agon	PME-1 Maybridge	Nox1 inh
CCCc1cnc(N2CCCN(C(=S)Nc3cccnc3)CC2)nc1	2	-1	-9	-0.2	-4	-3	3	-15
CN(C)c1ccc(C2N(Cc3ccccc3)CCC3CCCCN32)cc1 (stereo unspecified)	26	-5	-2	-1.0	6	-1	8	10
O=S(=O)(Cc1cc2c(F)c(F)c(F)c(F)c2o1)c1cccc(C(F)(F)F)c1	-2	0	7	-0.2	4	-5	5	-41
COc1ccc(OC)c(NC(=O)Nc2ccc(Cl)cc2Cl)c1	-5	3	44	-0.5	7	-7	-26	-42
C=C1C[C@]23CC1(O)CC[C@H]2[C@@]12C=C[C@H](O)C(C)(C(=O)O1)[C@H]2[C@@H]3C(=O)O	15	3	4	-0.3	-2	-6	-5	-36
O=C1c2ccccc2C(=O)N1CCCN1CCN(Cc2c(F)cccc2Cl)CC1	12	-4	0	-0.8	-8	-7	1	16
CCOC(=O)c1cc(C)nc2ccc(Br)cc12	-2	4	-32	0.4	6	-1	0	-47
COc1ccsc1/C=C1\CSc2ccc(Cl)cc2C1=O	17	-1	33	x	0	-10	-4	5
Cc1c(Sc2ccc(Cl)cc2)cnn1C(=O)NC(C)C	12	-1	-6	0.2	3	-5	0	-3
N/C(=N\OC(=O)C(Cl)Cl)c1cccc(Cl)c1Cl	-11	-10	-5	-0.5	-8	-5	6	-3
Nc1nnc(SCc2cc(F)cc3c2OCOC3)s1	30	-4	13	-0.1	12	-1	8	21
CCN(CCC#N)C(=S)Nc1cccc2ccccc12	2	-1	-6	-0.7	x	-5	1	-22
CCOC(=O)Nc1cc(C(F)(F)F)cc(C(F)(F)F)c1	3	1	-8	-0.2	0	-6	-3	-2
CCCCCCc1cc2c(C)cc(=O)oc2cc1O	-5	3	-8	0.1	4	-1	-4	-37
CSc1nsc(SC)c1C(=O)NN1CCOCC1	9	-3	-5	0.6	-2	-7	1	6
CN1CCN(c2ccc(CN3CCS(=O)(=O)CC3)cc2)CC1	-6	-2	-9	-0.5	-3	-8	1	8
CCOC(=O)c1ccc(NC(=S)N/N=C/c2c(Cl)cccc2Cl)cc1	0	3	-32	-0.6	-7	-8	-14	-26
O=C(CN1CCN(C(=O)C2COc3ccccc3O2)CC1)Nc1ccccc1 (stereo unspecified)	-13	2	-14	-0.2	-7	-8	2	-3
FC(F)(F)c1nnc(Nc2cccnc2)s1	16	-1	-8	4.5*	5	-7	4	-82
O=C(NC1CCN(Cc2ccccc2)CC1)c1cccn1CCc1ccccn1	32	-6	0	-0.2	0	-7	6	13
Cc1noc(C)c1S(=O)(=O)N1CCCCC1	8	-7	8	0.8	0	-3	4	20
COc1cc(C(=O)Oc2c(Cl)cc(Cl)cc2/C=N/NC(N)=S)cc(OC)c1OC	8	2	-12	-0.7	1	-8	34*	-48
C/C(=N\OCC(=O)N=S(C)(=O)c1ccc(C)cc1)c1ccc(Cl)cc1 (stereo unspecified)	-24	-3	10	-0.5	-11	-6	4	9
COc1c(/C=C(\NC(C)=O)C(=O)O)cccc1OC1CCCC1	-6	-5	-9	0.1	5	-4	7	18
N=C1CC(=O)N=C2SC(C3CC3)=NN12	6	4	-1	-0.6	3	-4	0	-42
NC(=O)C1=CN(C(=O)Nc2ccc(Cl)cc2Cl)CCC1C(F)(F)F (stereo unspecified)	-1	-2	-29	0.1	5	-3	2	-30
CN(C)c1c(F)cc(C(=O)NC(=O)NC2=NCCS2)cc1F	24	-4	4	0.1	1	-7	2	-11
O=C(NCCCN1CCOCC1)c1ccccc1NC(=O)c1sc2ccccc2c1Cl	-14	2	-1	-5.8	-3	-7	-1	-43
O=C1c2ccccc2C2N1CCCN2S(=O)(=O)c1ccccc1 (stereo unspecified)	16	-4	-7	-0.5	-3	-2	6	-7
O=C(c1c[nH]c2ccccc12)C(F)(F)F	-14	0	7	-0.6	-1	-2	2	-37
O=C(CCCC(=O)Nc1cccnc1)Nc1cccnc1	22	-3	-1	-0.4	-5	-7	-1	-20
FC(F)(F)c1ccc(Cl)c(NC(=S)N2CCOCC2)c1	-7	4	-16	-0.6	9	-6	-7	-27
O=C(CCCCCCCCC(=O)NNC(=O)c1ccco1)NNC(=O)c1ccco1	7	0	-15	-0.6	4	-6	-1	-55
COc1cccn(CC(=O)NNS(=O)(=O)c2ccccc2)c1=O	-1	-2	3	-1.4	-6	-5	6	22
Cn1ncc(C(=O)NC(=O)Nc2ccc(F)cc2)c1[N+](=O)[O-]	33	-6	-13	-1.5	2	-8	-2	78*
Cc1onc(-c2c(F)cccc2Cl)c1-c1nc(-c2ccc(OS(=O)(=O)N(C)C)cc2)no1	8	-5	24	x	-6	-4	-2	20
CN1c2ccsc2C(=O)/C(=C\Nc2ccccn2)S1(=O)=O	0	9	7	-0.2	3	-3	-1	-46
CN=c1scc(C)n1/N=C/c1c(Cl)cccc1Cl	8	4	-3	-1.0	-1	-11	2	-15
O/N=C(\c1ccccc1)c1ccccn1	6	0	-8	0.3	-2	-8	2	-60
Cc1ccc(S(=O)(=O)N2CC3CCCC2C3)cc1 (stereo unspecified)	36	-6	-3	0.4	0	-1	10	5
COc1ccc(C(CC(=O)c2ccccc2)SC(=O)c2ccccc2)cc1 (stereo unspecified)	-5	-5	9	-0.7	-12	-7	0	9
CCc1ccnc(NC(=O)CCCC(=O)O)c1	-6	2	9	-0.7	-5	-2	-2	-41
O=[N+]([O-])c1ccsc1NCc1ccccc1	-8	9	23	-0.2	0	-8	-1	-33
COC(=O)C/C(=N\Nc1cc(C(F)(F)F)cc(C(F)(F)F)c1)C(=O)OC	-10	-1	-15	-0.2	-4	-3	-10	-35
CC1=NOC2(O)CC3C(C12)C3(C)C (stereo unspecified)	-10	-5	-14	0.0	-9	1	3	-15
N#C/C(=C\Nc1ccc(F)c(Cl)c1)S(=O)(=O)Cc1ccco1	1	3	16	x	21	-13	0	-82
O=[N+]([O-])c1cccnc1Sc1cccs1	11	-1	-4	-1.4	-8	-7	1	-24
CC(=O)Nc1ccc(C)cc1[N+](=O)[O-]	8	-3	3	-0.1	-8	-2	-1	-9
CCOC(=O)c1cc(CC)sc1NC(=O)c1cccnc1Oc1ccccc1	-8	0	-27	0.2	-6	-8	-2	-14
S=C(Nc1cc(Cl)ccc1Cl)Nn1cnnc1	4	3	1	-0.3	1	-6	-2	-45
O=C(O)c1nn(-c2ccc(Cl)cc2)c(=O)c2ccccc12	-4	-5	9	-0.1	-7	-1	4	8
OC(CNCC1COc2ccccc2O1)c1ccccc1 (stereo unspecified)	-9	1	-13	0.3	2	-6	24	-38
O=C(NCc1ccccc1)Oc1ccc(Br)cc1	28	-3	-11	-0.2	-11	-5	-1	9
COC(=O)c1c(C)nc(C)c(C(=O)OC)c1-c1cccs1	-26	0	-4	-0.3	0	-8	3	-60
CCOc1c(NN(C)C)c(=O)c1=O	11	102*	21	-0.4	4	-6	7	3
O=C(NCC(O)c1ccccc1)c1ccccc1 (stereo unspecified)	-1	-5	-7	0.6	-8	-7	4	-1
Cn1c(SCCS(=O)(=O)c2ccc(Cl)cc2Cl)nnc1-c1ccco1	-3	-2	4	-0.4	10	-3	2	-44

2 entries from above, with values under each structure:
Results follow in this order: OPRK1 antag MB | Luminol counter | S1P1 agonist | NOTCH ag | TLR4-MyD88 inh | rat GALR2 agon | PME-1 Maybridge | Nox1 inh
COc1cc(C(=O)Oc2c(Cl)cc(Cl)cc2/C=N/NC(N)=S)cc(OC)c1OC
  8 | 2 | -12 | -0.7 | 1 | -8 | 34* | -48
CCCCCCc1cc2c(C)cc(=O)oc2cc1O
  -5 | 3 | -8 | 0.1 | 4 | -1 | -4 | -37
